ELG1 genotoxic: induces genotoxicity in HEK293T cells with luciferase-tagged ELG1; HEK293T ELG1-luciferase reporter, luminescence, 16 h; Potency, µM (titrated, usually from 46 µM), without a hit: at the highest dose activity change, positive = activation, usual class: activators; 330,000 compounds, 1.3% hits; AID 504466; note: % of control where 0% means no effect; nearly all actives have a fitted effect of over 60% in size
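Reporter readout depends on ELG1 protein level, which increases with genetic stress. After 16 hr compound exposure at 37 °C, luciferase activity was quantified using ONE-Glo.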
RORgamma inh: blocks mouse ROR gamma transcriptional activity; P51450; 310,000 compounds, 5.4% hits; Potency, µM (doses to about 53.6 µM), inactives show at the highest dose activity change, negative = inhibition, most hits filed as inhibitors; Drosophila S2 Gal4-RORgamma UAS-luciferase reporter, 20 h; AID 2551; note: % is set by controls: 0 for no effect and ±100 for the full control effect; nearly all actives have a fitted effect of over 60% in size
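Using a luciferase readout, inhibitors were identified by reduced reporter activity in Drosophila cells coexpressing a copper-inducible Gal4–ROR gamma fusion and UAS-driven Photinus luciferase, incubated 20 hr after 700 uM copper sulfate.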
BRCA1 expr up: activators of BRCA1 expression; MCF7-BRCA1-FFLuc reporter, luminescence, 48 h; response scale: scaled: vehicle 0%, 10 µM genistein 100%; Potency, µM (highest dose often 46.1 µM), for inactives: at the top dose activation, actives largely listed as activators; 380,000 compounds, 1.1% hits; note: nearly all actives have a fitted effect of over 80% in size; some results filed as inactive show a strong effect at the top dose
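Luminescence from a BRCA1-driven firefly luciferase in MCF7 cells was the read-out, taken 15 min after substrate addition following 48 h compound exposure at 37 °C. Data were normalized to a 10 microM genistein control and DMSO vehicle.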
uPA surface inh: blocks generation of uPA at the cell surface. cell surface uPA generation assay, qHTS. Potency, µM (highest dose often 38.3 µM), inactives show at the top dose activity change, negative = inhibition, actives largely listed as inhibitors. 330,000 compounds, 0.31% hits; active = well fitted inhibition curve with a large enough effect; inconclusive = small, poorly fitted or top-dose-only effect; inactive = no such curve, though single readings can be large or run the other way; tested in mouse RAW 264.7 cells; note: % is set by controls: 0 for no effect and ±100 for the full control effect; nearly all actives have a fitted effect of over 55% in size
NPC1 promoter act: NPC1 promoter activation; 320,000 compounds, 2.4% hits; Huh7 NPC1 promoter luciferase reporter, 24 h; AID 485313; Potency, µM (doses to about 9.22 µM), for the others: at the top dose activation, usual class: activators;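 note: % of control where 0% means no effect; nearly all actives have a fitted effect of over 60% in size; reporter is driven by a mutant NPC1 promoter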
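Luminescence read-out of NPC1 promoter-driven luciferase in stably transfected Huh7 cells; compounds delivered in DMSO and left 24 h at 37C, 5% CO2, qHTS titration format.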
p53 reactivation: re-activators of mutant p53. AID 504706. H1299 p53-A138V BP100-luciferase reporter, luminescence, 24 h. Potency, µM (titrated, usually from 92.2 µM), for the others: top-dose activity change, positive = activation, most hits filed as activators. 320,000 compounds, 0.063% hits; note: % of control where 0% means no effect; nearly all actives have a fitted effect of over 45% in size
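H1299 (p53-null), stable ts p53-A138V + BP100-Luc; 1000 cells/well, Opti-MEM/10% FBS; cpd 4 pt, 1:5; 24 h, 37 deg C, 5% CO2; detection reagent 10 min RT; luminescence.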
FLuc counter: firefly luciferase modulation, counter-screen for miR-21 project | P08659 | purified FLuc, Km substrates, luminescence inhibition | Potency, µM (titrated, usually from 57.5 µM), without a hit: at the top dose activity change, negative = inhibition, actives largely listed as inhibitors | 360,000 compounds, 6.9% hits | AID 588342;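 note: plate controls were vehicle for no effect and reference inhibitor for full effect; nearly all actives have a fitted effect of over 55% in size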
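Purified P. pyralis luciferase, 10 nM final, with Km-level 10 uM D-luciferin and 10 uM ATP in 50 mM Tris acetate pH 7.5, 10 mM Mg acetate, 0.01% Tween-20, 0.05% BSA; 6-point qHTS titration about 60 µM downward; luminescence read.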
VP16 counter: counter-screen for ROR gamma inhibitors: Gal4-VP16 reporter; AID 2546; Drosophila S2 Gal4-VP16 UAS-luciferase, luminescence, 20 h; Potency, µM (series often up to 53.6 µM), inactives show at the top dose activity, negative = inhibition, usual class: inhibitors; 310,000 compounds, 3.5% hits;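 note: Gal4-VP16 expression switched on by copper sulfate through the metallothionein promoter; % is set by controls: 0 for no effect and ±100 for the full control effect; nearly all actives have a fitted effect of over 50% in size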
MLL CXXC-DNA inh: MLL CXXC-DNA interaction inhibition. 290,000 compounds, 0.037% hits. MLL-CXXC / FITC-HOXA9 DNA fluorescence polarization. Potency, µM (series often up to 115 µM), for the others: at the highest dose activity change, negative = inhibition, hits mostly inhibitors. AID 2662. Q03164; active = well fitted inhibition curve with a large enough effect in the polarisation, with a control signal flat, not every such curve was filed as active; inconclusive = small, poorly fitted or top-dose-only effect, or effect the other way, or a change in a side signal; inactive = no such curve, though single readings can be large or run the other way; the % refers to the polarisation
Target sequence (Q03164 whole entry, looked up): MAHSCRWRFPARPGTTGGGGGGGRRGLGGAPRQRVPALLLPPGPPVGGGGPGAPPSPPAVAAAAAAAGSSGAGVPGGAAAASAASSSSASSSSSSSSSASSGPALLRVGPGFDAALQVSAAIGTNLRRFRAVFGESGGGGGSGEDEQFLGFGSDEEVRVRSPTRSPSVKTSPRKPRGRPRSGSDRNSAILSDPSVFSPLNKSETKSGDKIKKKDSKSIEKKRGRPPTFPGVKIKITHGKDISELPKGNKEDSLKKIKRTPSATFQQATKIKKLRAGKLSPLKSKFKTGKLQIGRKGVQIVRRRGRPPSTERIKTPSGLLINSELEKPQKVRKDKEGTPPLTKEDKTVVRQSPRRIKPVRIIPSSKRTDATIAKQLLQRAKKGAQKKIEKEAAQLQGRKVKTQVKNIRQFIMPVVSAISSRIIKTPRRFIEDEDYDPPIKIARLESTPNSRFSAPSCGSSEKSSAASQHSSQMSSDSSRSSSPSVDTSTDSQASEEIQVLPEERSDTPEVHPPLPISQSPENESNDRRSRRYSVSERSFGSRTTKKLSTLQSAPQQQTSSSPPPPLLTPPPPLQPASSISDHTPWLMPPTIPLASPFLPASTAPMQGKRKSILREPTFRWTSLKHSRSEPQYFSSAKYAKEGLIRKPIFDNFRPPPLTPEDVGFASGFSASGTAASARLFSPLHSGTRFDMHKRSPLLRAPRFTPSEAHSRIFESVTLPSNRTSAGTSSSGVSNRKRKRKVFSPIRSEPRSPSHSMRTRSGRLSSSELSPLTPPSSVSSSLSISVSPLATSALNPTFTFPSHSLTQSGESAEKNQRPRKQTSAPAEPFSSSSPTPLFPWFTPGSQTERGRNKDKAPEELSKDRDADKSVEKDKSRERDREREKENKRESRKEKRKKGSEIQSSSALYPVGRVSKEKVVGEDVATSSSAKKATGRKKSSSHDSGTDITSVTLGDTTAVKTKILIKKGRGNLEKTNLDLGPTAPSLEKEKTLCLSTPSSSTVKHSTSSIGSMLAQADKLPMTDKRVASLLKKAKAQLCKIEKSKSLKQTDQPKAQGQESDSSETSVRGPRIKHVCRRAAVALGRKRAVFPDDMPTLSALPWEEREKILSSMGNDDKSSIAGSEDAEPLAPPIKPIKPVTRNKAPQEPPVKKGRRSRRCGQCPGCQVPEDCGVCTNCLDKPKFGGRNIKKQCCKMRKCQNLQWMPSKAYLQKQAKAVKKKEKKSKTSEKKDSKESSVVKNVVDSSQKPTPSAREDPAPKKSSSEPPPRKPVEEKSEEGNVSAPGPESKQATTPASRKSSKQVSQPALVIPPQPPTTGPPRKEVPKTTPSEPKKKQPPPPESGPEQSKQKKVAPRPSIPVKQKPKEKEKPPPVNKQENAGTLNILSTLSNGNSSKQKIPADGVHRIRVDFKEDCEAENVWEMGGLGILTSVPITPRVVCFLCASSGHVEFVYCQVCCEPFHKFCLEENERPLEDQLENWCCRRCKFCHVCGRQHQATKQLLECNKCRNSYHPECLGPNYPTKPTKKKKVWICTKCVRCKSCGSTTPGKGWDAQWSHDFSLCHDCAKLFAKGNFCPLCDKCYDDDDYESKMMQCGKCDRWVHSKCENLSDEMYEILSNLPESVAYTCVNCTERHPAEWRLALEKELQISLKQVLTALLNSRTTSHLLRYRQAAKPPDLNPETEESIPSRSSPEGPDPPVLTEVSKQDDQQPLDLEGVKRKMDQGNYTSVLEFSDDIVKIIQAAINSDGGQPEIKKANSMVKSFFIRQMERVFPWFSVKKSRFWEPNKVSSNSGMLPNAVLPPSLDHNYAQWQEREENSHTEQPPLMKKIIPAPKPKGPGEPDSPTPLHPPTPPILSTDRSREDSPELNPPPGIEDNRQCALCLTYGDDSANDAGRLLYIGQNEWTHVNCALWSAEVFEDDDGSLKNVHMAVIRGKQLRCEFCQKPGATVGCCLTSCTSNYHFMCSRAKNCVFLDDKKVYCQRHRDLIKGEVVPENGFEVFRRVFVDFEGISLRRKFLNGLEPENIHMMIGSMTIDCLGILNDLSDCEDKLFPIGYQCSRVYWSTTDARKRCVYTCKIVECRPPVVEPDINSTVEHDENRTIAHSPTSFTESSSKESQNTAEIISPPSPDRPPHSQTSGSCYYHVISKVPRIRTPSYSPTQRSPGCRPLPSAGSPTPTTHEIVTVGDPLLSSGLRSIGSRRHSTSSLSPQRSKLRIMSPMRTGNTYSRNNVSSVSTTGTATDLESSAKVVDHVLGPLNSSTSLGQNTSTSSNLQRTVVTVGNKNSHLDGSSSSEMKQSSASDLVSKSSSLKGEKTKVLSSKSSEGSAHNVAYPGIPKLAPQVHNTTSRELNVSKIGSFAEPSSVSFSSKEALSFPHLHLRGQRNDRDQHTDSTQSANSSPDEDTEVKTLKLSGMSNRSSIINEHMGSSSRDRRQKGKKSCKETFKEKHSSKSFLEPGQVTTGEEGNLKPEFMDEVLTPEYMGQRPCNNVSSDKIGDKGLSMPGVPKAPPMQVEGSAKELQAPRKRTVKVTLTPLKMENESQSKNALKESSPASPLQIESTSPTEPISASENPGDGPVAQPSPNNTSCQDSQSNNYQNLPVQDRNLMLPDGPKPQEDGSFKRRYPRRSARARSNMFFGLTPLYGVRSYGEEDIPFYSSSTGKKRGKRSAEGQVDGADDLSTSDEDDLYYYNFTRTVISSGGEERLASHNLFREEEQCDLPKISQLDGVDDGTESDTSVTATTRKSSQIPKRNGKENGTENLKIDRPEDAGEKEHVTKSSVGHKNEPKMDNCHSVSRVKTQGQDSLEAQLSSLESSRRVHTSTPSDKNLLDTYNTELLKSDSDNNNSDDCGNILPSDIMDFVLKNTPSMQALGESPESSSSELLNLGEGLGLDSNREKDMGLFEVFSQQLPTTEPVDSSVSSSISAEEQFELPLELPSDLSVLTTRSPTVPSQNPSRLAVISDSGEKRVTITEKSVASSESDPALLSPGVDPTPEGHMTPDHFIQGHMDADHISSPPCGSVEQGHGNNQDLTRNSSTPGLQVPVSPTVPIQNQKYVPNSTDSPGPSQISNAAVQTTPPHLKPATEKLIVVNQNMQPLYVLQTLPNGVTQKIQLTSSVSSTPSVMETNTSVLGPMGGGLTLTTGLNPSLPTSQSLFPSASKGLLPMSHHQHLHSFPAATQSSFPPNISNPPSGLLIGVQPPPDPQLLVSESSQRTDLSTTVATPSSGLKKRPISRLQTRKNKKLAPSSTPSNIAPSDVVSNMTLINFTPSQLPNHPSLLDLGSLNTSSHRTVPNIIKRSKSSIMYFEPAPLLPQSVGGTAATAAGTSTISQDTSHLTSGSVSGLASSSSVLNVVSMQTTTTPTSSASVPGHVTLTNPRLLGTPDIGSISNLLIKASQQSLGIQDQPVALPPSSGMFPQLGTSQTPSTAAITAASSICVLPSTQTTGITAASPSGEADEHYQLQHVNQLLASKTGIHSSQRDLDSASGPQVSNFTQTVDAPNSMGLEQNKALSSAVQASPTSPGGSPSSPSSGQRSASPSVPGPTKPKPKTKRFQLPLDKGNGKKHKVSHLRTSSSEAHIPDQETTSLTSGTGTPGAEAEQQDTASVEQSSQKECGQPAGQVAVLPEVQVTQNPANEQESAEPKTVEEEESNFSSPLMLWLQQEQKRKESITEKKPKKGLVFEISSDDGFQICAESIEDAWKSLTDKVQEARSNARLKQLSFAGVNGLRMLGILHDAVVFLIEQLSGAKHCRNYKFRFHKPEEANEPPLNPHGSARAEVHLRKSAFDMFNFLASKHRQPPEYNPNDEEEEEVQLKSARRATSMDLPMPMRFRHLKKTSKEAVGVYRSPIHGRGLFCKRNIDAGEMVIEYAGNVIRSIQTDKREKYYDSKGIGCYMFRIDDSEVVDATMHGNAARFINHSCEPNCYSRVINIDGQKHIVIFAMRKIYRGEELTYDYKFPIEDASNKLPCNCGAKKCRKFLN
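Purified MLL-CXXC (added from a 7 uM solution) was preincubated 5 min at ambient with pinned compounds in 50 mM Tris-HCl pH 7.5, 50 mM NaCl, 1 mM DTT, 0.05% BSA. Fluorescein-labeled HOX-A9 DNA (50 nM solution) followed, 30 min, then polarization read.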
Rab9 prom act: Rab9 promoter activation. Huh7 Rab9 promoter-luciferase reporter, luminescence, 24 h. Potency, µM (top dose mostly 9.22 µM), inactives show at the top dose activation, negative = inhibition, actives largely listed as activators. 320,000 compounds, 2.8% hits; note: % of control where 0% means no effect; nearly all actives have a fitted effect of over 60% in size
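Steps: seed 1500 Huh7 Rab9-luc cells per well, rest 2 h at 37 °C; add compound in DMSO; incubate 24 h; add luciferase reagent, 10 min ambient; read luminescence.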
MBNL1-CUG inh: MBNL1-poly(CUG) RNA binding inhibition; Potency, µM (titrated, usually from 57.5 µM), without a hit: top-dose activity change, negative = inhibition, usual class: inhibitors; 280,000 compounds, 0.036% hits; AID 2675; TR-FRET MBNL1-His/biotin-(CUG)12 binding, 665/545 ratio; Q9NR56; active = well fitted inhibition curve with a large enough effect in the signal ratio, with a control signal flat, not every such curve was filed as active; inconclusive = small, poorly fitted or top-dose-only effect, or effect the other way, or a change in a side signal; inactive = no such curve, though single readings can be large or run the other way; the % refers to the signal ratio; note: % is set by controls: 0 for no effect and ±100 for the full control effect
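TR-FRET between His-tagged MBNL1 and biotin-(CUG)12 RNA, detected with Tb anti-His antibody (0.055 ng/ul) and streptavidin-XL665 (5 nM), 60 min at room temperature. Compounds titrated 92 nM to 58 uM; 665/545 nm ratio normalized to buffer and complex controls.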
* = called active by the depositor; ? = inconclusive; . = not tested or not shown; [ ] = dose if it differs, or a comment. Unless noted, calls come from the whole dose curve; as a rule, active = well fitted curve in the direction sought with a large enough effect; inconclusive = small, poorly fitted or top-dose-only effect, or another doubt; inactive = no such curve, though single readings can be large; an effect the other way counts as inactive or inconclusive. Potency is the fitted concentration of half-maximal effect.

SMILES	ELG1 genotoxic	RORgamma inh	BRCA1 expr up	uPA surface inh	NPC1 promoter act	p53 reactivation	FLuc counter	VP16 counter	MLL CXXC-DNA inh	Rab9 prom act	MBNL1-CUG inh
CCOC(=O)c1ccc(NC(=O)c2nc[nH]c2C(=O)N2CCc3ccccc3C2)cc1	-3%	3.5µM*	0%	12%	0%	1%	?	?	-8%	-8%	-4%
Nc1nc(NC(=O)/C=C/c2ccccc2)nn1-c1ccccc1	2%	-15%	-12%	6%	1%	3%	?	-1%	1%	10%	14%
CCOC(=O)c1nnn(-c2nonc2N)c1CNc1ccc(C)c(Br)c1	-12%	2%	-11%	9%	-1%	-3%	-1%	-6%	3%	-1%	-1%
COC(=O)c1cc(COc2ccc3ccc(=O)oc3c2)c(C)o1	-5%	-2%	19%	1%	-1%	1%	3%	22%	7%	1%	-6%
CC(=O)c1ccc(-c2ccc(C(=O)N(C)Cc3nc4ccccc4c(=O)[nH]3)o2)cc1	-8%	.	-2%	7%	-2%	10%	-8%	.	.	-11%	.
COCCSc1nnc(NC(=O)Cc2ccc(OC)cc2)s1	0%	-3%	8%	-2%	-4%	-3%	2%	6%	0%	2%	-4%
COc1cc(C(=O)NC2CCN(CC(=O)Nc3cccc(C)c3C)CC2)cc(OC)c1OC	1%	?	-10%	-1%	1%	.	0%	21%	14%	9%	3%
O=C(Nc1cccc(S(=O)(=O)N2CCCCC2)c1)c1ccc([N+](=O)[O-])o1	-10%	10µM*	-99%[inhibitor]	-17%	-13%	-10%	5%	?	27%	-8%	?
Cc1cccc(Cc2c(C)nc3nc(SCC(=O)O)nn3c2C)c1	3%	27%	3%	17%	-8%	-1%	-16%	-4%	-2%	8%	1%
O=c1[nH]c(=S)n(-c2cccc(C(F)(F)F)c2)c(O)c1C=NCCN1CCNCC1	-3%	2%	13%	13%	-1%	-6%	1%	2%	24%	0%	5%
COC(=O)c1c(N2C(=O)[C@H]3[C@@H](C2=O)[C@]2(C(=O)Nc4ccc(C)cc42)N2CCC[C@@H]32)sc(C)c1C	10%	4%	.	.	1%	-3%	-3%	-3%	8%	-2%	0%
N#Cc1ccc(NC(=O)COC(=O)c2ccc(F)c(S(=O)(=O)N3CCOCC3)c2)cc1	3%	.	7%	-5%	-1%	42%	-12%	.	.	1%	.
CC(=O)n1cc([C@H]2C=C(C(=O)Nc3ccccc3)O[C@@H](OCc3ccc(CO)cc3)C2)c2ccccc21	-11%	44%	-74%	10%	-2%	-5%	-2%	-10%	-10%	1%	-2%
CCC(=O)Nc1ccc2nn(-c3ccc(F)cc3)nc2c1	1.5µM*	?	?	?	0.35µM*	?	1.3µM*	-10%	17%	0.63µM*	?
Cc1ccc2c(c1)oc(=O)n2CC(=O)c1ccccc1	0%	-7%	2%	0%	-4%	0%	7%	-10%	5%	-5%	-14%
FC(F)(F)c1nc2ccccc2c2nc3ccccc3n12	-2%	-12%	-4%	4%	-1%	18%	0%	-2%	-6%	-5%	-7%[11.5 µM]
CCN1CCN(C(=O)CN(c2ccccc2C)S(C)(=O)=O)CC1	0%	0%	6%	2%	-3%	6%	0%	-4%	1%	-3%	-6%
Cc1ccc(NCc2nnc(SCC(=O)O)n2-c2ccc(C)cc2)cc1	-6%	7%	3%	3%	-5%	-3%	7%	-7%	8%	-4%	?
Cc1nc(CNC(=O)C2CCC(=O)N(Cc3cccc(F)c3)C2)sc1C (configuration not stated)	5%	0%	10%	-1%	0%	0%	-3%	5%	?	-2%	-10%
CC1(C)Cc2ccccc2C(=O)N1	3%	-1%	-6%	-3%	0%	8%	-1%	-1%	1%	21%	-7%
Cc1cnc(NC(=O)c2ccc3ncsc3c2)s1	?	.	15%	-7%	1.3µM*	?	3µM*	.	.	0.71µM*	.
CC(C)N(CCO)C(=O)CCc1nnc(Cc2cccc(C(F)(F)F)c2)o1	5%	37%	2%	1%	-3%	1%	-1%	28%	-10%	-1%	-17%
Cc1ccc(NC(=O)CSc2nc(N)c3c4c(sc3n2)CSC(C)(C)C4)cc1	0%	?	-83%	0%	-5%	1%	-16%	-14%	0%	0%	.
O=C(CN1C(=O)NC2(CCCC2)C1=O)OCc1ccc(Br)cc1	2%	.	-17%	-7%	-3%	-11%	-11%	.	.	0%	.
CCCCCCCC1CC(=O)C=C(C)C1C(=O)OCC (configuration not stated)	-11%	4%	-1%	-2%	6%	3%	1%	-2%	0%	2%	.
Cc1ccc(C2C(C#N)=C(N)Oc3c2sc2ccccc32)o1 (configuration not stated)	?	9%[10 µM]	.	.	0%	12%	13µM*	-3%	?	1%	?
Cc1ccc(C2=NOC3(CC(=O)N(c4ccc(C)cc4)C3=O)C2)cc1 (configuration not stated)	4%	32%	-28%	-6%	1%	2%	1%	1%	-4%	7%	6%
CN(CCc1ccccn1)C(=O)CCC1CCCN(C(=O)CCOc2ccccc2)C1 (configuration not stated)	0%	3%	4%	10%	1%	9%	6%	24%	1%	7%	1%
O=C(c1n[nH]c(=O)c2ccccc12)N1CCN(S(=O)(=O)c2ccccc2Cl)CC1	1%	.	-1%	30%	-1%	-6%	1%	.	.	0%	.
Brc1cc2c(cc1CSc1ncccn1)OCO2	-16%	15%	34%	0%	0%	-5%	-13%	-17%	11%	0%	-6%
CN(C)C1(CNC(=O)C2CCN(S(=O)(=O)c3cc(Cl)ccc3Cl)CC2)CCCCC1	-3%	0%	-2%	?	9%	4%	3%	0%	1%	3%	-6%
CCOC(=O)C1CCN(C(=O)COc2ccc(Cl)cc2)CC1	-2%	-15%	-21%	2%	0%	-3%	-2%	-11%	-7%	-4%	-6%
Cc1nn(-c2cccc(C(F)(F)F)c2)c(Cl)c1/C=N/n1cnnc1	2%	3%	-25%	-1%	-1%	-8%	6%	-4%	?	-9%	-8%
Cc1cc(C(=O)Cn2cc(C(F)(F)F)ccc2=O)c(C)n1CC1CCCO1 (configuration not stated)	4%	.	-1%	11%	1%	29%	1%	.	.	-1%	.
Cc1cc(C)c(OCCCCN2CCC(C)CC2)c(Br)c1	-16%	-26%	-39%	.	-4%	1%	-1%	-2%	7%	-13%	?
CCCCOC(=O)Cn1c(=O)c2c(nc3n2CCCCN3c2ccc(C)cc2)n(C)c1=O	-7%	10%	-44%	1%	-6%	-5%	8%	2%	-2%	-12%	7%
Cc1ccc(-n2nnnc2-c2cnc3cc4c(cc3c2C)OCO4)cc1	1%	42%	-31%	-2%	-3%	-1%	6%	?	8%	-2%	2%
S=C(NCC1CCCO1)Nc1cccc2ccccc12 (configuration not stated)	0%	7.1µM*	-12%	-1%	-2%	0%	4%	?	-3%	-8%	1%
CC(C)COc1cccc(C(=O)NC(=S)NCc2cccnc2)c1	-2%	-132%	-44%	2%	0%	8%	3%	?	-3%	-2%	-10%
COc1ccc2c(CC#N)c[nH]c2c1	1%	-2%	-2%	1%	1%	-7%	-4%	13%	3%	-2%	1%
COc1cc2c(cc1OC)CN(c1ccc([N+](=O)[O-])cc1C#N)CC2	-4%	16%	-21%	-4%	-10%	3%	5%	22%	-3%	-3%	.
CC(=O)Nc1ccc(NC(=O)C2CCN(S(=O)(=O)c3ccc4c(c3)OCCO4)CC2)cc1	-3%	.	-11%	1%	-2%	-6%	1%	.	.	-5%	.
O=S(=O)(c1cccs1)N1CCC(CO)(Cc2ccc(Cl)cc2)CC1	-8%	37%	-35%	3%	-5%	-1%	1%	?	-3%	-3%	-8%
COc1cccc(C2=CC(c3cccc(OC)c3OC(F)F)n3nnnc3N2)c1 (configuration not stated)	-7%	24%	-42%	2%	8%	-5%	-4%	1%	27%	-5%	6%
C=CCNc1nc(Nc2ccccc2F)nc(OCC)n1	19%	13µM*	10µM*	-5%	4µM*	19%	21µM*	11%[10 µM]	1%	4µM*	5%
Nn1c(SCC(=O)NC2CCCCC2)nnc1C1CC1	1%	-1%	-2%	0%	3%	15%	12%	-1%	-5%	-13%	-5%
Cc1ccccc1NC(=O)COc1ccc(S(=O)(=O)N2CCCC2)cc1C	8%	12%	6%	3%	0%	-5%	0%	-1%	10%	6%	-5%
Cc1ccc2[nH]c(=O)c(CN(Cc3nnnn3C3CCCC3)C3CCCCC3)cc2c1	-5%	1%	12%	-8%	-2%	0%	1%	-12%	6%	-2%	10%
CC(C)OCCCNC(=O)CN1C(=O)CC(C)(C)S(=O)(=O)c2ccccc21	0%	-1%	-14%	-11%	-2%	-1%	-1%	3%	-7%	-3%	-8%

The list is partial, so the mix of outcomes need not match the whole.
